Screens as filed in PubChem.
RXFP1 antagonist – RXFP1 (human) relaxin receptor antagonism. activity change, negative = inhibition, % at 57.5 µM. 0.59% of 350,000 active. Q9HBX9. HEK293-RXFP1, relaxin-stimulated cAMP HTRF, 30 min; hits give low values;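 active = activity change of -60% or lower, but not beyond a set lower limit; inconclusive = change between -60% and -40%, or beyond the set limit; inactive = change above -40%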; also: % is scaled to controls: 0 for no effect and ±100 for the full control effect
TRHR PAM – allosterically enhances the human TRH receptor | 0.66% of 360,000 active | P34981 | TRHR cells, fluo-8 calcium fluorescence, EC20 TRH enhancement | AID 493056 | enhancement, % at 2 µM; in the data active = enhancement above about 30%; also: 0% is about no effect
Target sequence (P34981 whole entry, looked up): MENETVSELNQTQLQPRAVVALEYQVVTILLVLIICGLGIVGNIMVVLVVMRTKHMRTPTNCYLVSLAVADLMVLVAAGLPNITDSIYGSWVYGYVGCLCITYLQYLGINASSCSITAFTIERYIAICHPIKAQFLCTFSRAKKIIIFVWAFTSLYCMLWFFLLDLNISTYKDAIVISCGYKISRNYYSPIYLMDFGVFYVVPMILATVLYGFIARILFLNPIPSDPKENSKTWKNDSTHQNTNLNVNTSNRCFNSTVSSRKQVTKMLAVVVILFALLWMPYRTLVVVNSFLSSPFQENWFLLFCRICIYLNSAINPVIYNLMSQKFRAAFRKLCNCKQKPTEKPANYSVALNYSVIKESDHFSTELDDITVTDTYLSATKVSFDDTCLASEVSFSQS
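Enhancer read-out: after compound pinning and an initial kinetic agonist-mode read, an EC20 of TRH (10 nM final) was injected and fluo-8 calcium signal (Ex 480/Em 530) followed at 1 s/cycle for 100 cycles in TRHR-expressing cells.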
D1 potentiator – human D1 dopamine receptor positive modulation. AID 504651. potentiation, % at 10 µM. HEK293 TREx D1 cells, calcium flux, dopamine EC20 potentiation. 0.036% of 360,000 active; in the data active = potentiation above about 30%; also: 0% is about no effect
TRHR ag – activates the human TRH receptor; TRHR cells, calcium flux fluo-8, FDSS agonist mode; AID 493084; activation, % at 2 µM; P34981; 0.18% of 360,000 active; also: 0% is about no effect
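Agonist-mode FDSS calcium read (Ex 480/Em 530, 1 s cycles) in 1536-well TRHR cells with fluo-8 dye, after 10-cycle baseline and 23 nL compound addition; TRH at EC20 (10 nM final) added afterwards for the enhancer phase.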
D1 antag – blocks dopamine activation of the human D1 receptor | P21728 | HEK293 TREx D1 cells, calcium flux, dopamine EC80; hits give low values | activity change, negative = inhibition, % at 10 µM | 3.2% of 360,000 active | AID 504652; in the data active = activity change below about -30%; also: % is scaled to controls: 0 for no effect and ±100 for the full control effect
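Allosteric or orthosteric antagonism assessed as attenuation of the calcium response to EC80 dopamine, added 180 s after compound, in induced HEK293 Trex D1 cells loaded with no-wash calcium dye.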
D2 agonist – D2 dopamine receptor (human) agonism. activation, % at 2 µM. 0.53% of 340,000 active. P14416. HEK293 T-REx D2 cells, calcium flux agonist mode. AID 485358;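 active = activation over 3 SD above normal in the single-dose calcium agonist read, cut at about 30% in these data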; also: 0% is about no effect
Target sequence (P14416 whole entry, looked up): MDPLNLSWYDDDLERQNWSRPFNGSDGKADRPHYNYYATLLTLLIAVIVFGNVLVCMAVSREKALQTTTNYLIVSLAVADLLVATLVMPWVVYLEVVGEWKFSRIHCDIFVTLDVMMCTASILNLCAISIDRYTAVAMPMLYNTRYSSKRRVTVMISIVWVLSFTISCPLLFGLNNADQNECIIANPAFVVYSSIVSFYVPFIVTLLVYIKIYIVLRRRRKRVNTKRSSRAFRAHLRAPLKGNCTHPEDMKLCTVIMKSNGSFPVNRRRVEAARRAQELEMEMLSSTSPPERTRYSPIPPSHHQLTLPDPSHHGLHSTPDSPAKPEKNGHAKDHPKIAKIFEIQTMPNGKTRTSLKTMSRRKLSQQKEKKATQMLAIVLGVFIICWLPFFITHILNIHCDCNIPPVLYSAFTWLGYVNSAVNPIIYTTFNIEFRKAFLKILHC
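Tetracycline-induced HEK293 T-REx cells with force-coupled D2 receptor, plated overnight at 30 C, loaded with no-wash calcium dye. After a 10 s baseline, compound was pin-added and calcium flux read kinetically for 180 s; calcium rises flagged agonists.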
D2 potentiator – positively modulates the human D2 dopamine receptor allosterically; 0.34% of 340,000 active; HEK293 T-REx D2, calcium flux, EC20 dopamine potentiation; potentiation, % at 10 µM; P14416;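 active = potentiation over 3 SD above the plate norm, cut at about 30% in these data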; also: 0% is about no effect
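Calcium flux readout, no-wash dye, 1 read/s. Inducible HEK293 Trex D2 line, overnight 30 C. Compound alone 180 s (agonist flags), then EC20 dopamine, another 180 s to score potentiation.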
D1 agonist – activates the human D1 dopamine receptor; AID 504660; 1% of 360,000 active; HEK293 T-REx D1 cells, calcium flux, agonist mode; activation, % at 2 µM; also: 0% is about no effect
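Tetracycline-induced HEK293 TREx D1 cells, force-coupled to calcium signalling, were dye-loaded with a no-wash calcium kit. Compound was pin-added after a 10 s baseline. Fluorescence was read kinetically at 1 cycle/s for 180 s, with calcium rises flagged as agonism.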
D2 antag – antagonizes the human D2 dopamine receptor; HEK293 TREx D2 cells, calcium flux, dopamine EC80; inhibition, % at 10 µM; 2% of 340,000 active; AID 485344; in the data active = inhibition above about 30%; also: 0% is about no effect
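Inhibition of EC80 dopamine-driven calcium flux, recorded kinetically, defines activity here; cells are a tetracycline-induced HEK293 T-REx line expressing force-coupled D2.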
* hit, by the source's call; ? = inconclusive; . = no result given. Rule as the data show it, unless noted: active = activation above about 30%; inactive = the rest.

SMILES	RXFP1 antagonist	TRHR PAM	D1 potentiator	TRHR ag	D1 antag	D2 agonist	D2 potentiator	D1 agonist	D2 antag
Cc1cccc(NC(=S)N/N=C2\CC(C)(C)Oc3ccc(O)cc32)c1	-21	12	-2	0.2	-5	0.5	13	2	-2
Cc1ccc(Nc2nc3ccccc3nc2-n2nc(C)cc2C)cc1	.	2	-3	-0.4	6	2.7	-2	4	-2
Cc1cc2ccccn2c1C(C[N+](=O)[O-])c1ccc(N(C)C)cc1 (centres undefined)	-22	5	-2	11	1	6.7	-5	42*	-2
O=[N+]([O-])c1cc(/C=N/n2c(-c3cccnc3)n[nH]c2=S)ccc1Cl	-10	-2	1	-0.1	3	0.9	-3	2	-15
Cc1ccc(C(=O)Nc2ccccc2F)cc1S(=O)(=O)N1CCOCC1	.	-1	3	0.0	-17	0.3	-10	-2	.
O=C1N=c2ccccc2=C1c1sc(Nc2cccc(O)c2)nc1O	-9	5	-8	-1.0	-5	-0.7	1	0	16
COc1ccc(S(=O)(=O)N(CC(=O)Nc2cccnc2)c2ccc(Cl)cc2)cc1	.	-9	-3	1.3	-3	0.5	-12	13	.
Cc1ccc(CNC(=O)Cn2c([N+](=O)[O-])cnc2C)cc1	27	-3	3	1.1	-12	0.1	-5	0	-1
CCc1cc2c(=O)n(CC(=O)NC3CCCCC3)cnc2s1	5	2	-3	-0.3	-11	0.0	4	-1	-6
COc1ccc(NS(=O)(=O)c2cccc(C(=O)NNC(=O)c3ccc(Br)o3)c2)cc1	0	3	-2	0.0	4	-0.3	6	2	-28
CC(C)COc1cccc(C(=O)Nc2ccc(S(=O)(=O)N3CCOCC3)cc2)c1	-23	30	-1	-0.7	6	0.4	4	2	-8
COc1cc(-c2[nH]ncc2CN2CCSCC2)cc(OC)c1OC	-8	-4	0	-0.3	22	0.6	10	1	-3
Cc1ccc(S(=O)(=O)Nc2cccc(C(=O)N3CCCC3)c2)cc1F	-16	-5	-7	0.1	-7	-0.2	-2	6	7
Cc1nc([N+](=O)[O-])c(SCC(O)CCl)n1Cc1ccc(Cl)cc1 (centres undefined)	-3	-4	3	0.7	-4	.	6	6	.
Cc1nc(N(C)Cc2ccccc2)c2c(C)c(C)sc2n1	-1	-3	-4	-0.8	5	.	.	0	.
CSc1cccc(N2CC(C(=O)N(Cc3nnc(-c4ccccc4Cl)o3)C3CC3)CC2=O)c1 (centres undefined)	-13	1	1	-0.3	-10	-0.9	-3	3	7
CC1CC(C)CN(S(=O)(=O)c2ccc(NC(=O)C3COc4ccccc4O3)cc2)C1 (centres undefined)	.	-2	4	0.5	8	0.4	-11	3	-5
CS(=O)(=O)Oc1ccc(/C=C2\C(=N)N3N=C(CC(=O)N4CCOCC4)SC3=NC2=O)cc1Cl	-16	3	-7	-1.9	-4	.	-5	2	.
Cc1cccc(N(CC(=O)NC(C)C)C(=O)c2ccc(N3CCCC3)nc2)c1	-11	-3	-2	0.2	-8	0.1	-3	3	0
CCN(CC)S(=O)(=O)c1ccc(N(C)Cc2cccc(OC)c2OC)nc1	7	6	-11	0.5	-26	.	.	17	.
N#CCCCCn1c(-c2cncs2)nc2ccccc21	8	-6	-2	0.8	-2	1.1	4	0	9
C/C(CC(=O)NCC(C)C)=N\NC(=O)COc1cc(C)c(Br)cc1Br	3	-4	-8	1.0	-2	0.5	-10	4	3
COc1cc(CC(CC(=O)O)CC(C)OCc2ccccc2)cc(OC)c1 (centres undefined)	-9	2	0	-0.1	2	-0.8	-3	1	-7
O=C(O)CCCC(=O)Nc1c(F)c(F)c(F)c(F)c1F	-23	20	-2	-0.2	-1	0.3	1	5	-1
CCNC(=O)OCCC12CC3CC(CC(C3)C1)C2	5	-2	1	0.2	-11	-0.1	5	8	-7
Continuation.
SMILES	RXFP1 antagonist	TRHR PAM	D1 potentiator	TRHR ag	D1 antag	D2 agonist	D2 potentiator	D1 agonist	D2 antag
Cc1ccc(C)c(Cn2c3ccccc3c3cnn(CC(=O)NCCCN4CCCCC4)c(=O)c32)c1	-20	-10	2	0.6	1	.	.	0	.
CC1(C)CC(=O)/C(=C\c2cccc([N+](=O)[O-])c2)C(C)(C)N1	5	-3	-3	1.5	-2	0.2	0	2	11
COc1cc2c(cc1OC)C(C)N(C(C)=O)CC2 (centres undefined)	-12	10	-5	-0.2	3	0.2	5	-1	-10
O=C(O)CC(CNC(=O)C1CCCN1C(=O)OCc1ccccc1)c1ccccc1 (centres undefined)	2	15	-4	0.4	-4	0.1	3	2	-1
COc1cc2ccccc2cc1C(=O)OCC(=O)c1c(N)n(C)c(=O)n(C)c1=O	6	2	-2	-0.5	2	0.4	1	3	52*
COc1ccc(Cc2nnc(NC(=O)Nc3cccc(OC)c3)s2)cc1	-2	24	-5	0.5	13	1.3	-8	4	0
CC(CC(=O)N1CCc2ccccc21)n1cccn1 (centres undefined)	1	0	2	-0.1	23	-0.5	-3	1	-7
CCN(CC)S(=O)(=O)c1ccc(Cl)c(C(=O)NC(C)C(c2cccs2)N2CCCC2)c1 (centres undefined)	-2	-17	1	2.0	-10	-0.2	-8	2	0
O=C(COc1ccc2c3c(c(=O)oc2c1)CCC3)N1CCN(c2ccccc2)CC1	-5	6	3	-0.9	3	0.1	10	0	7
Cc1ccccc1OCC(=O)Nc1ccc2c(c1)C(=O)c1ccccc1C2=O	-2	-7	-2	0.5	3	-3.1	8	4	4
COc1nc(SCC(=O)Nc2ccccc2Cl)nc(N(C)C)n1	0	6	-4	-0.5	-24	-1.4	8	7	-10
COC(=O)c1ccccc1NC(=O)CSc1nccc(C)n1	8	-1	-2	-0.2	2	-1.0	5	3	-11
COc1ccc2[nH]cc(CCN=C(NC(=O)c3ccccc3F)Nc3nc(C)cc(C)n3)c2c1	.	3	-4	-3.1	8	-0.9	23	1	.
COc1ccccc1OCCC(=O)OCC(=O)NCc1ccc(Cl)cc1	-2	4	-1	-0.7	-3	1.2	-16	1	-29
CCOC(=O)c1c(NC(=O)CCC(=O)N2CCOCC2)sc2c1CC(C)(C)OC2	-4	0	-5	-0.3	11	0.0	1	4	9
O=C(O)c1cnn2c1NC(c1ccc(F)cc1)CC2C(F)(F)F (centres undefined)	9	4	-6	1.5	9	3.0	-3	4	21
O=C1c2ccccc2C(=O)N1CCCCN(C(=O)c1ccco1)c1ccc(Cl)cc1	-18	-1	-4	0.0	11	-2.0	11	0	-12
Cc1ccn2c(Nc3ccccc3C)c(-c3ccccc3)nc2c1	-7	5	0	0.8	14	0.8	2	1	.
CCNCc1cc(Br)c(OCC(=O)Nc2ccccc2)c(OC)c1	-10	3	2	0.9	-3	0.6	-1	11	-9
Cc1cccc(C(=O)NC2C(=O)NNC2c2ccc(Cl)cc2)c1 (centres undefined)	-17	0	2	-0.7	-3	-0.3	9	3	-4
O=C(COC(=O)c1ccc(OC(F)F)cc1)NC(=O)NC1CCCC1	3	4	-4	-0.5	8	-0.8	7	0	14
CCC(Sc1nc2n[nH]c(C)c2c(=N)n1-c1ccc(Br)cc1)C(=O)N(CC)CC (centres undefined)	-22	-1	0	0.1	-5	0.1	7	10	.
CCCCN(C)CCNC(=O)c1ccc2c(=O)n(CCc3ccccc3)c(=O)[nH]c2c1	.	4	-1	0.5	-17	0.8	-3	-1	.
C=CCn1c(SCC(=O)Nc2ccc3c(c2)CCC3)nnc1-c1cccs1	14	-2	3	-0.7	5	-0.5	-27	2	16
CCCC(=O)Nc1nc2ccc(NC(=O)c3ccccc3F)cc2s1	-1	13	2	0.1	-18	.	.	4	.

Arranged by molar mass (lowest first): some entries from above
SMILES	RXFP1 antagonist	TRHR PAM	D1 potentiator	TRHR ag	D1 antag	D2 agonist	D2 potentiator	D1 agonist	D2 antag
CC(CC(=O)N1CCc2ccccc21)n1cccn1 (centres undefined)	1	0	2	-0.1	23	-0.5	-3	1	-7
CC1(C)CC(=O)/C(=C\c2cccc([N+](=O)[O-])c2)C(C)(C)N1	5	-3	-3	1.5	-2	0.2	0	2	11
O=C(COC(=O)c1ccc(OC(F)F)cc1)NC(=O)NC1CCCC1	3	4	-4	-0.5	8	-0.8	7	0	14
COc1ccccc1OCCC(=O)OCC(=O)NCc1ccc(Cl)cc1	-2	4	-1	-0.7	-3	1.2	-16	1	-29
CCNCc1cc(Br)c(OCC(=O)Nc2ccccc2)c(OC)c1	-10	3	2	0.9	-3	0.6	-1	11	-9
O=C(O)CC(CNC(=O)C1CCCN1C(=O)OCc1ccccc1)c1ccccc1 (centres undefined)	2	15	-4	0.4	-4	0.1	3	2	-1
CCCCN(C)CCNC(=O)c1ccc2c(=O)n(CCc3ccccc3)c(=O)[nH]c2c1	.	4	-1	0.5	-17	0.8	-3	-1	.

The listing continues:
SMILES	RXFP1 antagonist	TRHR PAM	D1 potentiator	TRHR ag	D1 antag	D2 agonist	D2 potentiator	D1 agonist	D2 antag
Cn1c(-c2ccc3nc(N)sc3c2)nc2cc(N)ccc21	17	6	4	0.4	-12	0.0	7	0	14
CCCC(OC(=O)CN1C(=O)COc2ccccc21)C(=O)NC1CCCC1 (centres undefined)	3	0	-6	0.1	-10	-1.6	24	2	10
COc1ccc(C(=O)NC(=S)N(C)Cc2ccccc2)cc1Br	-1	-7	1	-0.2	-24	-0.5	2	1	10
Cc1onc(-c2ccccc2)c1C(=O)NCCCc1ccccc1	4	-4	0	-1.0	-8	-1.1	6	3	-8
CCOc1ccccc1N/C=C/C(=O)C(C)(C)C	-4	6	-7	0.5	24	1.2	9	3	-7
CCN(CC)c1ccc(NC(=O)c2ccccn2)cc1S(=O)(=O)Nc1ccccc1OC	-28	0	-3	0.1	-8	0.5	1	2	6
CCOc1ccc(CCNC(=O)COC(=O)c2cccnc2OCC)cc1OCC	9	-10	2	0.0	-10	-0.5	10	1	26
CC(=O)Nc1ccc(NC(=O)C(C)OC(=O)c2cccs2)cc1 (centres undefined)	-10	-1	-13	0.2	-37*	-0.7	1	1	27
Cc1c(Cl)cccc1-n1ncc(C(=O)NC2CCCCC2)c1C1CCN(C(=O)OC(C)(C)C)CC1	-12	1	0	-0.1	10	.	-11	0	.
CCC1=NN2C(=N)/C(=C/c3ccc(OS(=O)(=O)c4ccccc4)cc3)C(=O)N=C2S1	-29	1	-6	0.1	-15	0.8	6	4	-2
CSc1nnc2c(n1)OC(c1ccsc1)N(C(C)=O)c1ccccc1-2 (centres undefined)	-5	0	0	-0.1	1	-0.6	-3	1	18
CCOC(=O)COn1c(=O)c(-c2ccc(Br)cc2)[n+]([O-])c2ccccc21	-19	5	9	-0.1	6	0.8	17	0	-14
Cc1ccc(NC(=O)C2CCC(CNS(=O)(=O)c3cccs3)CC2)cc1C (centres undefined)	?	1	-4	-1.2	-15	0.8	-5	3	.
Cc1cc(CNC(=O)CC2C(=O)NCCN2Cc2ccccc2C(F)(F)F)on1 (centres undefined)	-7	-2	-2	-0.9	-2	-0.4	0	1	1

Some of these compounds in order of their number in TRHR PAM, falling.
molecule	RXFP1 antagonist	TRHR PAM	D1 potentiator	TRHR ag	D1 antag	D2 potentiator	D1 agonist	D2 antag
Cn1c(-c2ccc3nc(N)sc3c2)nc2cc(N)ccc21	17	6	4	0.4	-12	7	0	14
Cc1cc(CNC(=O)CC2C(=O)NCCN2Cc2ccccc2C(F)(F)F)on1 (centres undefined)	-7	-2	-2	-0.9	-2	0	1	1
CCOc1ccc(CCNC(=O)COC(=O)c2cccnc2OCC)cc1OCC	9	-10	2	0.0	-10	10	1	26
